High-throughput results deposited in PubChem by several laboratories.
TLR9-MyD88 inh: blocks human TLR9 binding to MyD88; Q9NR96+Q99836; inhibition, % at 4.98 µM; CHO BLA complementation TLR9-MyD88, CCF4 FRET ratio; AID 504734; 340,000 tested, 0.21% active;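 active means inhibition above the mean over all tested compounds plus 3 SD, cut at about 21% in these data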;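 further: 0% = DMSO only wells and 100% = clavulanate BLA inhibitor control wells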
LRH-1 inv ag: NR5A2 inverse agonism in reporter assay; 360,000 tested, 0.13% active; AID 602396; inhibition, % at 3.6 µM; HEK293T StAR-luciferase reporter, LRH-1 transfected, 24 h; O00482;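 active means inhibition above the mean inhibition of all tested compounds plus 3 SD, cut at about 73% in these data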;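 further: 0% = DMSO wells and 100% = reporter-only cells lacking LRH-1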
TROY signal inh: TROY signaling inhibition; 360,000 tested, 0.98% active; Q293 LMP1-TROYcd NF-kB luciferase reporter, 4 h; inhibition, % at 10 µM;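 active means compounds whose plate-normalised and pattern-corrected inhibition of the luciferase reporter signal at the single screening dose is 50% or more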
Vif imaging: inhibitors of HIV Vif; inhibition, % at 7.49 µM; AID 602346; HEK293T cells, Vif self-association by quenched fluorescence, imaging, 24 h; 340,000 tested, 0.35% active; in the data active means inhibition above about 50%, passing the limit was not always enough; inconclusive means no clear call, values can overlap the other calls; inactive means below about 31%; further: some results filed as inactive read as strong as hits
NOD2-RIPK2 inh: blocks binding of human NOD2 to RIPK2; 360,000 tested, 0.38% active; O43353; CHO BLA complementation NOD2-RIPK2, CCF4 ratio; inhibition, % at 4.98 µM; AID 624267; in the data active means inhibition above about 21%;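 further: 0% = vehicle only and 100% = reference blocker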
SRC1 inh: inhibitors of human steroid receptor coactivator 1 (SRC1). 360,000 tested, 0.12% active. inhibition, % at 3.6 µM. HEK293 GAL4-SRC1 luciferase reporter, luminescence;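 active means inhibition above the campaign mean plus 3 SD, with each screening campaign given its own cutoff, cut at about 60% in these data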;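 further: 0% = DMSO treated cells and 100% = gossypol at 36 µM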
C8 TRAIL sens: caspase-8 TRAIL sensitization | NB7+C8 cells + TRAIL, ATPlite viability luminescence | inhibition (viability loss, TRAIL sensitization), % at 10 µM | 360,000 tested, 1% active | AID 624354;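 active means compounds causing at least 50% loss of cell viability in the single-dose screen, relative to plate controls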
LMP1 NFkB inh: inhibitors of Epstein-Barr LMP1-induced NF-kappaB reporter. LMP1-induced NF-kappaB luciferase reporter cells, luminescence. inhibition, % at 12.5 µM. 350,000 tested, 0.69% active. AID 504558; in the data active means inhibition above about 41%; inconclusive means no clear call, values can overlap the other calls;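 further: 0% = neutral control wells and 100% = reference inhibitor control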
NCOA2 inhibitor: human SRC2 (NCOA2) inhibition. Q15596. HEK293 GAL4-SRC2 luciferase reporter, luminescence. inhibition, % at 9 µM. 370,000 tested, 0.17% active. AID 651957;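 active means inhibition above the mean inhibition of all tested compounds plus 3 SD, set per campaign, cut at about 52% in these data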;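 further: 0% = DMSO treated cells and 100% = cells given Gossypol at 36 µM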
COUP-TFII inh: NR2F2 (human) inhibition, primary screen. P24468. HEK293T NGFI-A luciferase reporter, luminescence. inhibition, % at 8.6 µM. 370,000 tested, 0.7% active;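 active means inhibition above a per-plate cutoff, mean inhibition of test wells between control levels plus 3 SD, cut at about 38% in these data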;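 further: cells cotransfected with COUP-TFII expression vector driving the NGFI-A reporter; 0% = median of COUP-TF2 test wells and 100% = reporter-only cells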
SRC3 inh: inhibitors of human steroid receptor coactivator 3 (SRC3). HEK293 GAL4-SRC3 luciferase reporter, luminescence. inhibition, % at 3.6 µM. 360,000 tested, 0.17% active. AID 588352;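 active means inhibition above a per-campaign cutoff, the mean of all compounds plus 3 SD, cut at about 60% in these data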;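 further: 0% = DMSO-treated cells and 100% = gossypol-treated cells at 36 µM; higher means less SRC3-driven luciferase light from the GAL4 reporter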
* hit, by the source's call; ? = inconclusive; / = no result given. Only part of the results is shown; rates above refer to the full screens.

SMILES	TLR9-MyD88 inh	LRH-1 inv ag	TROY signal inh	Vif imaging	NOD2-RIPK2 inh	SRC1 inh	C8 TRAIL sens	LMP1 NFkB inh	NCOA2 inhibitor	COUP-TFII inh	SRC3 inh
CN(CC(=O)Nc1ccccc1Cl)C(=O)c1ccc(COc2ccccc2)cc1	-4	9	-4	9	8	-12	-3	-1	9	-25	-24
CSc1ccc(C#N)cc1NC(=O)c1ccc(Cl)cc1Cl	-3	-18	-7	3	-5	-7	7	5	9	-21	13
C=CCN(CC=C)c1cnn(-c2nc3ccccc3[nH]2)c(=O)c1Cl	-5	-118	1	2	-6	-70	66*	2	-16	-38	-72
COc1ccc(S(=O)(=O)Nc2ccccc2C(=O)NC(C)C)cc1OC	-5	-10	7	6	-18	-1	-2	-10	0	-6	-3
CC(C)CCNc1nnnc2c1sc1nc(N3CCOCC3)c3c(c12)CC(C)(C)SC3	0	-4	34	7	0	1	0	10	-26	6	-10
Cc1ccc(C)c(NC(=O)CN(C)C(=O)[C@@H](NC(N)=O)C(C)C)c1	5	6	-1	-1	2	-9	-6	4	-22	-17	19
Cc1cc(NS(=O)(=O)c2ccc(NC(=O)C(c3ccccc3)c3ccccc3)cc2)no1	-5	-23	-7	-9	-6	-9	-8	0	5	11	3
CCOC(=O)Nc1ccc2ncn(C)c(=O)c2c1	7	14	-11	/	7	3	-1	8	-16	-5	15
CC(NC(=O)C(C)N1C(=O)c2ccccc2C1=O)c1ccccc1 (centres undefined)	3	2	-7	3	7	-11	-20	4	-4	-16	-2
Cc1c([N+](=O)[O-])c([N+](=O)[O-])nn1CC(=O)NCc1cccnc1	-4	11	-12	-3	0	-6	-1	1	3	12	3
C=C1c2cccc(OC)c2O[C@H](C(=O)OCC)[C@@H]1CC(CC)CCCC (some centres undefined)	-4	8	6	-5	-43	-2	12	-3	-21	-1	10
Cc1cccc(CSc2nnc(NC(=O)c3ccco3)s2)c1	8	-35	-36	-6	3	-5	16	4	-4	19	2
O=C(O)COc1ccc(NC(=O)c2cccs2)cc1	-8	15	-4	2	3	1	-6	14	8	7	14
O=C(c1cc(C2CC2)on1)N1CCCC(N2CCN(c3cccc(C(F)(F)F)c3)CC2)C1 (centres undefined)	-3	-5	-9	-1	9	1	2	0	33	0	16
Nc1nc(SCC(=O)Nc2cccc(F)c2)n[nH]1	-13	-6	3	6	-3	2	4	-9	13	-7	0
O=C(Nc1ccc(Cl)cc1)Nc1nnc(SCc2ccc(Cl)cc2)s1	-3	-27	-12	3	-6	3	-1	5	-17	2	-4
CCN(CC)CCCNC(=O)c1cn(CC)c2ccc(S(=O)(=O)N(C)C3CCCCC3)cc2c1=O	-5	-4	-16	-3	2	-1	4	-8	-24	1	14
O=C1Nc2ccc(Br)cc2/C1=C/C(=O)c1ccc2c(c1)OCO2	5	15	12	-13	15	-10	38	3	-8	21	15
O=C(O)COc1ccc(/C=C2\SC(=Nc3ccccc3)N(c3ccccc3)C2=O)cc1	-10	5	2	/	-4	-30	-1	3	13	5	-8
CC(C)C[C@H]1COc2cc(Br)ccc2S(=O)(=O)N1	5	16	-11	3	-1	-11	4	-3	5	-2	13
Cn1c(Cn2cnc3ccccc32)nc2ccccc21	-2	6	1	11	3	8	2	5	16	11	3
CCN(Cc1ccccc1)C(=O)Cn1cnc2c1c(=O)n(C)c(=O)n2C	1	-22	-41	2	4	2	5	-1	5	0	12
CC(C)OC(=O)CSc1nc(-c2ccc(F)cc2)nc2ccc(F)cc12	-7	-11	8	-2	-2	-5	-9	-3	0	3	4
COc1ccc2[nH]c(C(=O)N(Cc3ccccn3)Cc3ccccn3)cc2c1	-8	12	-33	-4	-2	-3	4	2	-16	-4	9
C=CC[C@@H](CC(=O)NCCO)C(=O)N[C@@H](COC(=O)[C@@H](CC=C)Cc1ccc(F)cc1)Cc1c[nH]c2ccccc12	-10	-22	12	-1	-4	-3	8	4	3	-16	11
SMILES	TLR9-MyD88 inh	LRH-1 inv ag	TROY signal inh	Vif imaging	NOD2-RIPK2 inh	SRC1 inh	C8 TRAIL sens	LMP1 NFkB inh	NCOA2 inhibitor	COUP-TFII inh	SRC3 inh
COc1ccc([N+](=O)[O-])cc1N(CC(=O)NC1CCCCC1)S(C)(=O)=O	-2	-12	10	-13	-4	2	-1	6	-27	-2	-10
CCn1c(CSc2nc(C)cc(C)n2)nnc1SCC(=O)N1CCCc2ccccc21	-1	-9	2	15	2	-11	9	-3	-8	10	-1
CC(NC(=O)CCNC(=O)c1ccc(C(C)(C)C)cc1)c1ccccc1 (centres undefined)	-9	-3	20	-4	-17	-3	4	6	25	4	11
O=c1[nH]ncc2c3ccccc3n(Cc3cccc(Cl)c3)c12	-15	2	33	-5	0	-1	-7	11	-3	-14	1
COc1ccc(OC)c(S(=O)(=O)N2CCC(C(=O)NCCc3ccc(OC)c(OC)c3)CC2)c1	-6	10	-2	6	2	-2	-19	2	0	15	5
CC1CCC(NC(=O)c2nn(C)c3c2CSc2ccccc2-3)CC1 (centres undefined)	-12	-5	5	?	-6	-13	27	6	-12	-9	-16
Cc1ccc(C(=O)Cn2nnc(-c3ccccc3)n2)cc1	-4	7	-2	-2	6	-17	-1	4	-19	4	-8
CC1CN(c2ccc(NC(=S)NNCCC#N)cc2)CC(C)O1 (centres undefined)	-7	6	-13	-1	-11	10	-11	7	-4	-10	12
COc1ccc(N2CCN(C(=O)c3cc(-c4cc(OC)ccc4OC)nc4ccccc34)CC2)cc1	-30	-20	6	-4	-15	5	21	15	28	-1	-15
CC(=O)C1(C)N(O)C(C)(C)C(c2ccco2)=[N+]1[O-] (centres undefined)	7	4	-6	15	-5	-17	-6	0	-3	4	-7
O=C1NC(=O)/C(=C/c2ccc(-c3cc(C(=O)O)ccc3Cl)o2)S1	-14	1	13	-3	12	-21	-4	-9	7	8	-10
COc1ccc(-c2csc(/C(C#N)=C\c3ccc(O)c([N+](=O)[O-])c3)n2)cc1OC	13	-6	36	-1	8	3	1	-2	6	-5	11
COc1ccc(-c2nc3cc(C)ccn3c2NC(=O)c2c(F)cccc2Cl)cc1	2	-9	-7	1	-1	17	-12	-2	21	18	3
CCOC(=O)Nc1cccc(OCC(=O)Nc2ccccc2OC)c1	-1	-13	0	-11	-3	-2	13	5	-11	2	27
Nc1c(C=C2C=CC(=O)C=C2)c(=O)nc2sc(CC(=O)N3CCCCC3)nn12	16	-18	-3	9	-1	9	29	-1	-27	-8	4
COc1cc(SC)ccc1C(=O)Nc1ccc(Cl)cn1	10	-73	74*	-13	-6	-8	90*	68*	-45	-22	2
CCOC(=O)N1CCC(NC(=O)c2ccc3c(c2)N=C(CC)c2cc(C)ccc2S3)CC1	-4	-7	23	-8	2	-1	20	8	18	7	-6
COC(=O)c1ccccc1NC(=O)CSc1ncccn1	-9	-8	-14	-1	2	-28	-5	-3	9	-5	3
O=C(Nc1ccc(S(=O)(=O)Nc2ncccn2)cc1)c1ccccc1NS(=O)(=O)c1ccc(Cl)cc1	-1	-18	0	2	7	-9	21	0	-4	11	-3
CCOc1ccc(/C=N/Nc2ccccn2)cc1OC	-3	-83	-32	10	-7	-77	26	-24	-50	-53	-81
CC(=O)N1c2ccc(S(=O)(=O)N3CCC(C(=O)N4CCN(c5ccccc5)CC4)CC3)cc2CC1C (centres undefined)	2	-3	17	-4	-2	4	-11	4	8	11	18
C=C(C)c1cccc(C(C)(C)NC(=O)Nc2cc(C)ccc2OC)c1	0	0	-11	-4	6	-2	-5	-1	-4	3	11
COc1cccc(Nc2c(F)c(OC)c(F)c(F)c2C(=O)O)c1	-6	2	-11	7	2	-6	-3	-7	-22	-6	5
O=C(C(=O)N1CCc2ccccc2C1)c1cn(CC(=O)N2CCCC2)c2ccccc12	0	-16	-3	-10	-3	-8	-8	-2	20	-1	10
CCn1c(O)c(C=Nc2ccccc2)n(-c2ccccc2)c1=S	4	-6	5	28	7	-16	13	-18	-13	7	17
SMILES	TLR9-MyD88 inh	LRH-1 inv ag	TROY signal inh	Vif imaging	NOD2-RIPK2 inh	SRC1 inh	C8 TRAIL sens	LMP1 NFkB inh	NCOA2 inhibitor	COUP-TFII inh	SRC3 inh
CSc1nnc([C@H](C)NC(=O)OC(C)(C)C)o1	0	1	-29	-15	0	5	-2	0	-7	-21	0
CCOc1ccc2nc(NC(=O)COC)sc2c1	5	-117	-26	12	-3	-311	8	1	-61	-37	-97
C=CCNC1=C(Cl)C(=O)c2ccccc2C1=O	-6	2	-50	-4	5	-2	17	0	-15	-18	-1
COc1ccc(C2C(=O)NN=C2C)cc1 (centres undefined)	6	2	-19	17	6	-4	-8	1	11	3	20
Cc1ccc(S(=O)(=O)N2CCN(Cc3ccco3)CC2)cc1C	0	0	4	-4	-12	-12	-1	4	-11	-7	8
O=C1C2C3C=CC(CC3)C2C(=O)N1c1nccs1 (centres undefined)	2	2	6	-4	-4	-14	-4	-7	9	12	4
C[C@@H]1CN([C@H](C)CO)C(=O)CCCn2cc(nn2)CO[C@H]1CN(C)C(=O)Nc1ccc(-c2cccs2)cc1	-10	-14	-26	/	2	-46	-5	-3	-39	3	-7
COc1cccc(-n2nnc3c(=O)n(Cc4cccc(C)c4)cnc32)c1	-2	-32	-40	2	0	6	5	-3	-8	-3	10
O=c1c2c3c(sc2nc2sc(CN4CCOCC4)cn12)CCCC3	-2	6	-13	3	0	-20	9	-25	-4	1	-4
Cc1ccc2[nH]c(=O)c(C3=NN(C(=O)CCC(=O)O)C(c4cccs4)C3)c(-c3ccccc3)c2c1 (centres undefined)	-11	-15	0	-15	5	-1	-3	-13	11	5	-4
CCN(CC)S(=O)(=O)c1ccc(C(=O)Nc2cccc(C)c2)cc1	-14	-28	-42	-5	4	-22	7	-3	-2	4	-1
CCC(=O)Nc1ccc(NC(=O)CSc2nc3cc4c(cc3cc2C)CCC4)cc1	-1	55	-16	-7	-14	-7	24	9	15	-7	13
CCOC(=O)c1c(C)n(C)c2c1cc(OC(C)=O)c1ccccc12	6	7	-19	-3	-4	-5	-9	-13	-4	15	1
COc1cc2c(cc1OC)C(c1ccc([N+](=O)[O-])cc1)NCC2 (centres undefined)	14	17	7	0	-5	13	4	7	-32	-12	-8
C=CCn1c(SCC(=O)N2CCOCC2)nc2scc(-c3ccco3)c2c1=O	4	-6	-13	-1	1	-6	5	-2	/	/	2
S=c1[nH]nc(Cc2cccc3ccccc23)o1	1	-15	-9	3	-8	5	10	-2	-2	16	8
CC(C)=CC(=O)OCC(=O)Nc1cc([N+](=O)[O-])ccc1F	-5	-2	-9	3	-10	1	-3	2	-9	-5	7
CN(C)c1cc[n+](CC(=O)Nc2ccc(Cl)c([N+](=O)[O-])c2)cc1	5	-5	26	1	-7	2	12	-13	-47	8	-4
COc1ccccc1CNC(=O)C1CCCN(S(=O)(=O)c2ccc3c(c2)CC(C)N3C(C)=O)C1 (centres undefined)	-1	8	-2	10	-1	1	14	4	-11	-3	-12
Cc1ccccc1S(=O)(=O)Cc1ccc(C(=O)NCCCN2CCN(C)CC2)o1	-7	1	-3	15	-7	6	-4	-3	8	-10	-1
